Screening data (PubChem BioAssay)
TDP1 block = qHTS Assay for Inhibitors of Tyrosyl-DNA Phosphodiesterase (TDP1). recombinant TDP1, AlphaScreen DNA substrate cleavage. 0.28% of 350,000 active. AID 485290, 2010. Potency, µM (highest dose often 130 µM), inactives show at the highest dose activity change, negative = inhibition, usual class: inhibitors. Tyrosyl-DNA phosphodiesterase 1 (Homo sapiens), Q9NUW8; note: nearly all actives have a fitted effect of over 40% in size
Target sequence (Q9NUW8 whole entry, looked up): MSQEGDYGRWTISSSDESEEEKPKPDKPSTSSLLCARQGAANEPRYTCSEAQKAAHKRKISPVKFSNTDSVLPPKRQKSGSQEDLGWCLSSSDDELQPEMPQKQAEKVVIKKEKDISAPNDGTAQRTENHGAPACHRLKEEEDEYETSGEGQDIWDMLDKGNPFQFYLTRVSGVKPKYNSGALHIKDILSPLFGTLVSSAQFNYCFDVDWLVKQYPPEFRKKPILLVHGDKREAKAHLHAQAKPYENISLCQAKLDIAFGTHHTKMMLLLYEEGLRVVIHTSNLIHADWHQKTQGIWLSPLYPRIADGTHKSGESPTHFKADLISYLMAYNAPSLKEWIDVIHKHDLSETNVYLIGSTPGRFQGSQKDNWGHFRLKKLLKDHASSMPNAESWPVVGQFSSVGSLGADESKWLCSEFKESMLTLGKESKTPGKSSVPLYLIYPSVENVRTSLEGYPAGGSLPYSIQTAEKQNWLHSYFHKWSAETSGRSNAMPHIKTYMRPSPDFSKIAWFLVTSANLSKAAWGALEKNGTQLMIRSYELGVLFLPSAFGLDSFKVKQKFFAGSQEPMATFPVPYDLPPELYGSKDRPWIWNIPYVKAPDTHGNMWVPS
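Here, a 5' biotin and 3' phosphotyrosine-FITC DNA oligonucleotide reports Tdp1 activity: intact substrate bridges AlphaScreen beads, while cleavage leaves a 3' phosphate and drops signal. All incubations at room temperature.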
N370S GC = qHTS Assay for Inhibitors and Activators of N370S glucocerebrosidase as a Potential Chaperone Treatment of Gaucher Disease. N370S GC spleen homogenate, 4MU-glucoside fluorescence. Potency, µM (doses to about 59.4 µM), without a hit: at the top dose activity change, negative = inhibition, actives largely listed as inhibitors. 0.092% of 330,000 active. AID 2101, 2009;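 note: 0% = full enzyme activity and -100% = no enzyme basal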
TDP1 cell noCPT = qHTS for Inhibitors of human tyrosyl-DNA phosphodiesterase 1 (TDP1): qHTS in cells in absence of CPT; DT40 Tdp1-/- hTDP1 cells, no CPT, ATP luminescence, 48 h; Potency, µM (top dose mostly 46.2 µM), without a hit: top-dose activity change, negative = growth inhibition, actives largely listed as inhibitors; 15% of 420,000 active; note: nearly all actives have a fitted effect of over 55% in size
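Cells were dispensed at 400 per well, compounds added by pin tool, plates incubated ≥48 hr at 37 °C, then CellTiter-Glo added for 30 min at room temperature before luminescence reading. Line: DT40 Tdp1-/- complemented with hTDP1; camptothecin omitted.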
* hit, by the source's call; ? = inconclusive; nt = not tested or not shown; [ ] = another dose, or the depositor's remark. Calls come from the whole dose curve; as a rule, active = well fitted curve in the direction sought with a large enough effect; inconclusive = small, poorly fitted or top-dose-only effect, or another doubt; inactive = no such curve, though single readings can be large; an effect the other way counts as inactive or inconclusive. Unless noted, % is set by controls: 0 for no effect and ±100 for the full control effect; potency is the fitted concentration of half-maximal effect. Some of the compounds tested; rates above refer to the full screens.

compound	TDP1 block	N370S GC	TDP1 cell noCPT
Fc1ccc(-c2csc3ncnc(N4CCN(c5ccccc5)CC4)c23)cc1	-1.7%	-9.4%	?
Cc1cc(NC(=O)CSc2nnc(-c3ccc(Br)o3)n2Cc2ccccc2)no1	7.8%	0.5%	-24.4%
O=C(NCCc1ccccc1)C1CCCN(c2cnccn2)C1 (stereo not drawn)	2.4%	1.8%	-11.0%
c1ccc2c(C[C@@H]3CNCCN3CC3CCCCC3)cccc2c1	4.8%	-8.7%	16.4µM*
CC1CCN(S(=O)(=O)c2ccc3c(c2)oc(=O)n3CC(=O)N2CCCCC2)CC1	3.8%	nt	-0.3%
Cc1ccnc(NC(=O)CCC(=O)N(CC(=O)NCc2ccccc2)Cc2ccc(F)cc2)c1	nt	1.7%	?
C=CCNc1scc(-c2ccccc2)[n+]1CC=C	8.1%	2.6%	-27.5%
C#CCOCCOCCOCCNc1nc(N2CCN(C(=O)[C@H]([C@@H](C)CC)n3cc([C@@H](N)CC(C)C)nn3)CC2)nc(N2CCN(C(=O)[C@H](Cc3ccc(O)cc3)n3cc([C@@H](N)C(C)CC)nn3)CC2)n1 (stereo partly drawn)	2.6%	-12.3%	2.6%
O=C(CC12CC3CC(CC(C3)C1)C2)NCC(=O)N1CCc2ccccc2C1	-8.5%	nt	?
COc1cccc(NC(=O)CN(C)C(=O)C(C)Sc2ccccc2)c1 (stereo not drawn)	-2.5%	-15.7%	?
O=C(Nc1c(C(=O)N2CCN(c3ccc(F)cc3)CC2)oc2ccccc12)c1ccco1	2.1%	nt	18.4µM*
COc1ccccc1CNC(=O)[C@H](C)NC(=O)[C@@H]1Cc2ccccc2CN1	5.3%	2.4%	15.4%

Nothing new here: two of the compounds above.
compound	TDP1 block	N370S GC	TDP1 cell noCPT
O=C(Nc1c(C(=O)N2CCN(c3ccc(F)cc3)CC2)oc2ccccc12)c1ccco1	2.1%	nt	18.4µM*
COc1ccccc1CNC(=O)[C@H](C)NC(=O)[C@@H]1Cc2ccccc2CN1	5.3%	2.4%	15.4%

Two entries drawn at random from the list so far:
compound	TDP1 block	N370S GC	TDP1 cell noCPT
c1ccc2c(C[C@@H]3CNCCN3CC3CCCCC3)cccc2c1	4.8%	-8.7%	16.4µM*
COc1ccccc1CNC(=O)[C@H](C)NC(=O)[C@@H]1Cc2ccccc2CN1	5.3%	2.4%	15.4%

Taken from above:
O=C(Nc1c(C(=O)N2CCN(c3ccc(F)cc3)CC2)oc2ccccc12)c1ccco1 | TDP1 cell noCPT = 18.4µM*
O=C(CC12CC3CC(CC(C3)C1)C2)NCC(=O)N1CCc2ccccc2C1 | TDP1 block = -8.5%
O=C(NCCc1ccccc1)C1CCCN(c2cnccn2)C1 (stereo not drawn) | N370S GC = 1.8%
COc1ccccc1CNC(=O)[C@H](C)NC(=O)[C@@H]1Cc2ccccc2CN1 | TDP1 block = 5.3%

Further results follow.
compound	TDP1 block	N370S GC	TDP1 cell noCPT
Cc1cccc(CNC(=O)c2ccc3nc(Cc4ccccc4)oc3c2)c1	3.0%	nt	23.1µM*
Nc1nc(Sc2ncccc2[N+](=O)[O-])n[nH]1	nt	8.0%	-9.0%
CCN(CC)CCN(Cc1cc2cc3c(cc2[nH]c1=O)OCO3)C(=S)NCC1CCCO1 (stereo not drawn)	1.2%	-3.3%	-10.6%
Cc1c(Cl)cccc1NC(=O)N1CCCC1	-1.2%	2.4%	2.4%
CCC1CCC(C(=O)NC(CCSC)C(=O)NCCN(CC(C)C)CC(C)C)CC1 (stereo not drawn)	3.7%	-5.2%	?
COc1ccc(CCNC(=O)COC(=O)c2ccccc2NCCO)cc1OC	-2.7%	?	-18.7%
Cc1[nH]n(-c2ccccc2)c(=O)c1C(=O)c1ccc(Cl)cc1	3.6%	-4.2%	?
Cc1ccc2c(c1)C(O)(C1COC(C)(C)CC1=O)C(=O)N2C (stereo not drawn)	2.4%	3.0%	3.26µM*
COc1cc(NC(=O)COC(=O)c2ccccc2SCC(=O)N2CCCC2)cc(OC)c1	-5.0%	-26.8%	?
O=C(c1sc2cc(Cl)ccc2c1Cl)N1CCN(CCc2ccccn2)CC1	3.2%	-7.8%	?
NNC(=O)c1sccc1OCc1ccc(F)cc1	1.6%	1.6%	?
O=C1CC(c2ccc(F)c(Br)c2)C2=C(CCCC2=O)N1 (stereo not drawn)	2.3%	-8.5%	-3.3%
COc1ccc(CNC(=O)c2ccc(=O)oc2)cc1OC	2.9%	-2.9%	-15.5%
Cc1cccc(C)c1OCC(=O)N(Cc1ccco1)C1CCS(=O)(=O)C1 (stereo not drawn)	nt	4.7%	-7.7%
COc1cc2ncnc(NCc3ccccc3C)c2cc1OC	0.0%	-6.3%	?
Cc1ccccc1S(=O)(=O)N1CC(C(=O)O)=CC[C@H]1c1ccc(Cl)cc1	0.7%	-3.9%	-6.8%
CCN1CCN(S(=O)(=O)c2ccc(Cl)c(C(=O)Nc3cc(Cl)ccc3N3CCOCC3)c2)CC1	4.5%	-3.3%	?
O=C(C1CCC1)N1CCCc2cc(S(=O)(=O)N3CCN(c4cccc(Cl)c4)CC3)ccc21	1.1%	nt	?
COC(=O)/C=C/c1sc2nc(C)cc(C)c2c1N=CN(C)C	-1.2%	15.1%	-11.4%
CCOc1ccc(S(=O)(=O)Nc2cccc(C(=O)NCC(c3ccco3)N3CCCC3)c2)cc1 (stereo not drawn)	3.0%	nt	-4.7%
O=C(N[C@@H](Cc1ccccc1)C(=O)NC1CCCCC1)c1ccco1	4.6%	-3.9%	-24.0%
CC(C)(C)NS(=O)(=O)c1ccc(CCC(=O)N2CCCC2)cc1	2.5%	2.5%	-7.6%
Cc1ccc(S(=O)(=O)NCCCCCC(=O)NC(C)(C)CO)cc1	6.0%	2.5%	-17.3%
Cc1ccc(C(=O)O)cc1Nc1ncnc2sc3c(c12)CCC3	nt	-7.4%	21.3%
CCN1CCN(c2oc(-c3ccccc3C)nc2S(=O)(=O)c2ccccc2)CC1	5.8%	?	18.4µM*
Cc1ccc(C(=O)N2c3ccccc3N(Cc3ccccc3)C(=O)C2(C)C)cc1	nt	4.1%	20µM*
CCOC(=O)c1sc(Nc2nc3c(OC)cccc3s2)nc1C	7.7%	18.3%	nt
CCOC(=O)Cc1cc(=O)n2[nH]c(C)cc2n1	-2.2%	1.5%	-3.3%
COCCN=C1NC(=O)C(CC(=O)Nc2cccc(Cl)c2C)S1 (stereo not drawn)	3.7%	7.0%	2.4%
COc1ccccc1-c1c(NC(=O)C(C)C)n(C)c2ccccc2c1=O	2.7%	5.1%	-9.0%
CCOc1ccc(OCC)c(NC(=O)c2nnn(Cc3cc(Br)ccc3OC)c2N)c1	4.6%	nt	-20.0%
CCc1n[nH]c(=S)n1N=C1CCC(C)CC1 (stereo not drawn)	0.0%	1.9%	1.6%
CC(=O)N1N=C(c2ccco2)CC1c1cc2cc(C)ccc2nc1Cl (stereo not drawn)	3.8%	0.0%	-11.9%
Nn1cnnc1N/N=C/c1ccc(Cl)cc1Cl	nt	2.9%	7.7%
NS(=O)(=O)c1ccc(NC(=S)N2CCN(C(=O)C3CCCO3)CC2)cc1 (stereo not drawn)	1.8%	-0.9%	17.6%
O=c1c2ccccc2c2ccccc2c(=O)n1Cc1cccnc1	2.3%	3.3%	-8.8%
CN1CCC(CN)(N2CCN(c3ccccc3)CC2)CC1	nt	-3.1%	?
CCSc1nc(O)c(CC)c(=O)n1C(C)CC (stereo not drawn)	5.6%	-1.9%	-3.9%
N#Cc1ccccc1OCC(=O)C1CC1	2.5%	-13.5%	-3.3%
Oc1ccc(/C=N/Nc2nccnc2Cl)cc1	2.0%	-17.6%	?
OCCCC1CCCN(Cc2cn[nH]c2-c2ccc(F)cc2F)C1 (stereo not drawn)	-4.8%	0.0%	-3.5%
CSc1nnc2c3c4c(sc3nc(-n3nc(C)cc3C)n12)COC(C)(C)C4	5.9%	-7.9%	29.1µM*
COc1ccc(C(=O)NC2CCCc3ccccc32)c(OC)c1OC (stereo not drawn)	0.0%	?	20.6µM*
CN(Cc1ccccc1)C(=O)c1ncn(Cc2ccccc2)c1C(=O)N(C)Cc1ccccc1	-0.4%	nt	18.4µM*
CCOc1cccc(-c2nc3c(s2)CCc2onc(-c4cccc([N+](=O)[O-])c4)c2-3)c1	1.6%	-7.8%	-14.5%
O=C(c1csc2ccccc12)N1CCCCCC1	2.1%	-5.0%	18.4µM*
Cc1ccc(-c2cc(C(=O)N3N=C(C(F)F)CC3(O)C(F)F)c3ccccc3n2)cc1C (stereo not drawn)	3.9%	-29.1%	?
O=C(c1ccccc1Cl)N(Cc1ccccc1F)N1C(=O)CCCC1=O	2.7%	3.0%	1.5%
COC(=O)C1CCN(S(=O)(=O)Cc2ccccc2Cl)CC1	nt	3.0%	5.2%
Cc1ccc(-c2nc3ccc(Cl)cc3n2OC(C)C(=O)O)cc1 (stereo not drawn)	-1.2%	4.3%	13.0%
c1ccc2c(c1)Cn1nnnc1-2	3.2%	-3.8%	-4.9%
O=[N+]([O-])c1ccccc1Nc1cccnc1	nt	1.1%	?
COc1ccc(/C(O)=C2/C(=O)C(=O)N(c3ccccn3)C2c2ccc(F)cc2)cc1 (stereo not drawn)	nt	0.8%	21.6%
CNC1=CN(O)C(c2ccccc2)=c2cc(Cl)ccc2=N1	6.4%	4.2%	nt
O=C(OCCC1Oc2cccnc2NC1=O)c1ccc(Cl)cc1 (stereo not drawn)	0.0%	-3.3%	-5.4%
C#CCOCCOCCOCCNc1nc(N2CCN(C(=O)[C@H](CCCCN)n3cc([C@@H](N)C(C)CC)nn3)CC2)nc(N2CCN(C(=O)[C@H](Cc3cc4ccccc4[nH]3)n3cc([C@@H](N)C(C)CC)nn3)CC2)n1 (stereo partly drawn)	2.6%	nt	-0.3%
CCc1ccc(N2CC(C(=O)OC)CC2=O)cc1 (stereo not drawn)	7.6%	2.3%	13.8%
Cc1cc([N+](=O)[O-])nn1CCC(=O)NC1CCCCCC1	0.0%	-9.5%	-22.6%
COc1ccc(Nc2ncnc3c2c(C)c(C)n3CCCN(C)C)cc1	nt	-16.0%	1.7%
CCN(C[C@H]1N[C@@](C)(C(=O)OC)[C@H]2C(=O)N(C)C(=O)[C@@H]12)C(=O)Nc1ccc(Cl)cc1	0.5%	nt	7.3%

Remaining list, next part
compound	TDP1 block	N370S GC	TDP1 cell noCPT
CCn1c(=O)c2ccccc2n(Cc2ccc([N+](=O)[O-])cc2)c1=O	nt	9.2%	19.3%
Cc1ccc(C)c(C(=O)CN2C(=O)c3ccccc3S2(=O)=O)c1	1.9%	9.8%	-2.4%
Cc1ccc(/C=C/C(=O)N2CCCN(C(=O)/C=C/c3ccc(C)cc3)CC2)cc1	1.8%	25.7%	14.6µM*
COc1ncc2nc(-c3cc(F)cc(F)c3)c(=O)n(C[C@H]3CCCO3)c2n1	nt	2.0%	14.7%
CCN(CC)CCn1c(NC(=O)c2ccc(Cl)cc2)nc2ccccc21	7.8%	-7.5%	?
Cc1ccc(Nc2nc3c(c(=O)[nH]2)CCCC3)cc1	2.2%[56.1 µM]	0.7%	?
COC(=O)c1ccc(C23CC2(C(NP(=O)(c2ccccc2)c2ccccc2)c2ccccc2)C3)cc1 (stereo not drawn)	11.7%	17.5%	nt
Cc1cnc(C)c(N2CCN(Cc3cn(C)nc3-c3cccc(Cl)c3)CC2)n1	1.2%	-0.2%	?
CCOC(=O)C1=C(C)N(c2ccccc2)C(=O)/C1=C\c1ccc(O)c(OC)c1	nt	-24.4%	?
CS(=O)(=O)N(CC(=O)O)Cc1cccc(CN(CC(=O)O)S(C)(=O)=O)c1	nt	1.9%	3.5%
CSCCCNC(=S)Nc1ccc(N2CCOCC2)cc1N1CCOCC1	0.0%	3.6%	-3.5%
COc1cc(CNCc2c(C(=O)O)c(C)n(Cc3cccc(Cl)c3)c2C)cc(OC)c1OC	2.5%	nt	-0.7%
O=C1NC(c2ccncc2)Nc2sc3c(c21)CCCC3 (stereo not drawn)	-4.0%	-4.8%	-11.1%
COc1ccccc1N(CCC#N)C(=S)Nc1ccc(S(=O)(=O)N2CCOCC2)cc1	1.9%	nt	?
CCOc1ccc(CNC(=O)CS(=O)(=O)Cc2nc(-c3ccc(OC)cc3)oc2C)cc1	nt	-4.0%	2.9%
COc1cc(CCC(=O)OCC(=O)Nc2c(F)cccc2F)cc(OC)c1OC	7.4%	-4.3%	2.5%
O=C(/C=C1\SC(=O)NC1=O)Nc1ccc(C(=O)O)cc1	7.7%	-3.6%	1.5%
CC(=O)c1ccc(NC(=O)N2CCN(c3ccc(C)cc3)C(C)C2)cc1 (stereo not drawn)	3.6%	3.9%	?
